# GSH bead fluor: GSH bead compound fluorescence profile | GSH beads flow cytometry, compound fluorescence 488/530 nm; active compounds read high | fluorescence (KMESF) at 10 µM | hit rate 0.25% among 190,000 | AID 1776; in the data active means fluorescence above about 89;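 further: glutathione beads carrying GST-tagged Bcl family fusion proteins plus one bare bead set; values are compound well signal with DMSO vehicle wells as background; inactives centre near 16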
# Avidin bead fluor: compound fluoresces at 488/530 nm on avidin beads; compound fluorescence 488/530 nm, flow cytometry; active compounds read high; fluorescence (KMESF) at 10 µM; hit rate 0.38% among 220,000; AID 1775; in the data active means fluorescence above about 47; further: inactives centre near 10
# RGS8-Gao: regulators of human RGS8-Galphao interaction; P09471; multiplexed bead flow cytometry, RGS8-Galphao binding; actives lie on both sides; response (percent of control binding), % at 10 µM; hit rate 0.34% among 220,000; AID 1423; in the data active means response below about 60% or above about 140%; inactive means in between;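 further: Galphao activated as the GDP aluminium fluoride complex binding bead-coupled RGS8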
# Pf gamet viab: kills late stage P. falciparum gametocytes | P. falciparum stage V gametocytes, ATP luminescence, 24 h | inhibition, % at 10.9 µM | hit rate 0.065% among 150,000 | AID 743093;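 active means inhibition above the mean plus 3 SD of compounds within the control limits, set per campaign, cut at about 38% in these data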;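 further: 0% = DMSO wells and 100% = medium only without gametocytes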
# Mcl1-Noxa inh: Mcl-1/Noxa interaction inhibition | hit rate 1.5% among 220,000 | TR-FRET Mcl-1/Noxa peptide binding, 2 h | Q07820 | inhibition, % at 21.7 µM;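 active means compounds that cut the protein-peptide binding signal by more than 50% relative to plate controls in a single-dose test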;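 further: His-tagged Mcl-1 with rhodamine Noxa BH3 peptide and terbium anti-His antibody; 0% = Mcl-1 plus Noxa peptide wells and 100% = peptide-only wells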
# ABCB1 inh: inhibitors of human ABCB1 transporter, ABCG2 counter-screen; inhibition, % at 6.6 µM; hit rate 0.067% among 190,000; CCRF-Adr cells, JC-1 efflux, flow cytometry; AID 1326; in the data active means inhibition above about 40%;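 further: 0% = vehicle and 100% = reference inhibitor; higher value means more JC-1 retained so stronger ABCB1 efflux block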
# ABCG2 block: inhibitors of human ABCG2 transporter, ABCB1 counter-screen; Q9UNQ0; inhibition, % at 6.6 µM; AID 1325; hit rate 0.1% among 190,000; IgMXP3 cells, JC-1 efflux, flow cytometry;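 active means inhibition above 80%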;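 further: 0% = DMSO and 100% = nicardipine control wells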
#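 Test system: ABCG2 IgMXP3 and barcoded ABCB1 CCRF-Adr cell mix; Schedule: cells with compound and JC-1, 10 min at 25 °C, rotating, no wash; Technique: flow cytometry of retained JC-1 fluorescence; Measure: % inhibition of efflux relative to nicardipine and DMSO; Controls: nicardipine high and DMSO low controls.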
# RGS4-Gao reg: modulates binding of RGS4 to human Galphao. Multiplexed bead flow cytometry; actives lie on both sides. AID 1415. binding response (% of control), % at 10 µM. hit rate 0.33% among 220,000. P09471; in the data active means binding response below about 49% or above about 150%; inactive means in between;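 further: fluorescent Galphao activated with aluminum fluoride binding bead-coupled RGS4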
# Mcl1-Bid inh: Mcl-1/Bid interaction inhibition. Q07820. TR-FRET Mcl-1/Bid-Dy647 peptide binding, 1536-well. inhibition, % at 21.7 µM. hit rate 0.97% among 220,000. AID 1021;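 active means compounds that cut the binding signal by more than half at the single screening dose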;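 further: His-tagged Mcl-1 with europium anti-His antibody binding Bid BH3 peptide; 0% = Mcl-1 plus peptide wells and 100% = peptide-only wells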
# Mcl-1 Bim block: inhibitors of Bim-Mcl-1 interaction, human; Q07820; Bead-based flow cytometry, Bim peptide-Mcl-1 binding; inhibition, % at 10 µM; hit rate 0.1% among 190,000; AID 1009; in the data active means inhibition above about 40%;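 further: 0% = no compound tracer wells and 100% = peptide blocker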
# RGS7-Gao reg: regulators of human RGS7-Galphao interaction; P09471; Multiplexed bead flow cytometry, RGS7-Galphao binding; actives lie on both sides; binding response (% of control), % at 10 µM; hit rate 0.35% among 220,000; in the data active means binding response below about 49% or above about 150%; inconclusive means no clear call, values can overlap the other calls; inactive means in between;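 further: fluorescent Galphao held in activated GDP-AlF4 state binding bead-coupled RGS7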
# * hit, by the source's call; ? = inconclusive; . = not tested or not shown.
SMILES,GSH bead fluor,Avidin bead fluor,RGS8-Gao,Pf gamet viab,Mcl1-Noxa inh,ABCB1 inh,ABCG2 block,RGS4-Gao reg,Mcl1-Bid inh,Mcl-1 Bim block,RGS7-Gao reg
COc1cc2c(cc1NC(=O)c1ccc3c(c1)OCO3)oc1ccccc12,26,38,110,-35,-4,-0.2,6,121,5,-1,110
Cc1ccc(NC(=O)NCC2CCN(Cc3cc(C)ccc3Cl)CC2)c(C)c1,22,9,100,-2,-4,0.6,2,104,-25,-3,99
CCCCCn1nc(C)c2c(C)cc(=O)[nH]c21,17,22,102,-10,19,0.6,1,99,4,0,97
Cn1c(=O)c2c(ncn2CCCc2ccccc2)n(C)c1=O,16,4,97,.,4,1.1,4,96,-28,1,94
CCOc1ccc(NC(=O)Nc2nnc(CC(=O)NCc3ccccc3)s2)cc1,23,12,95,-6,-2,0.0,0,94,-20,-2,91
Cn1ccnc1SCc1ccc([N+](=O)[O-])cc1,17,7,103,-9,-13,0.0,0,104,-21,0,97
Cc1nc2ccc(Cl)cc2nc(C)/c1=N\O,27,11,102,.,14,0.7,12,101,-26,-8,103
O=C(/C=C/c1c(F)cccc1Cl)Nc1nc2ccccc2[nH]1,5,1,100,0,21,0.2,4,99,-37,-3,100
COc1cccc(-n2c(SCC(=O)N3CCOCC3)nnc2-c2c[nH]c3ccccc23)c1,18,7,103,.,4,0.6,5,101,-5,0,101
Cc1occc1C(=O)NC(C)c1ccc2c(c1)OCO2 (stereo unspecified),35,12,99,.,-6,0.3,12,98,-16,-8,99
COc1ccccc1NS(=O)(=O)c1cccc(C(=O)N/N=C/c2ccc(C)o2)c1,12,9,97,1,10,-0.4,-1,99,-61,0,95
CC(NC(=O)c1cc2sccc2n1C)c1ccc2c(c1)OCCO2 (stereo unspecified),15,16,99,-4,32,2.5,24,97,8,-3,98
CN(C)/N=C/c1ccc(OC(=O)c2cccc([N+](=O)[O-])c2)cc1,8,9,100,-7,-6,0.2,3,100,-69,-2,108
CNc1nc(-c2ccc3c(c2)CCN3C(=O)c2ccccc2F)cs1,9,9,99,.,9,1.0,4,99,-18,-1,101
CN(CC(=O)Nc1ccccc1Br)Cc1nc2ccccc2c(=O)[nH]1,28,9,93,12,-3,3.0,35,87,-31,-3,88
C[C@@H]1CN(c2nc3nonc3nc2N2CCSCC2)C[C@H](C)O1,9,9,100,7,0,-0.1,0,102,-38,1,110
O=C(N/N=C/c1cn(-c2ccccc2)nc1-c1cc2ccccc2o1)c1cccnc1,9,17,103,.,-2,1.0,-6,103,1,-3,102
Cc1ccc(/C=C/C(=O)O)cc1S(=O)(=O)Nc1ccccc1C(=O)O,12,9,99,21,8,0.6,0,104,-16,14,?
O=S(=O)(Cc1nc2ccccc2s1)c1ccccc1,31,7,102,13,6,0.1,0,103,2,0,101
COC(=O)CN(c1ccc(C)cc1)S(=O)(=O)c1c(C)[nH]c(=O)[nH]c1=O,19,6,99,.,13,0.1,0,89,-1,5,92
CC(C)(C)OC(=O)N1CCCC1C(=O)N1CCc2ccccc21 (stereo unspecified),22,18,100,-4,-1,-0.9,4,106,-27,-4,99
CCc1ccc2c(c1)C(O)(CC(=O)c1cccs1)C(=O)N2 (stereo unspecified),14,11,100,2,25,0.3,1,101,-12,-1,103
O=C(NCCC1=CCCCC1)c1cc2ccccc2oc1=O,.,9,99,21,3,.,.,96,-3,.,?
O=S(=O)(NCc1ccccc1Cl)c1cccs1,24,16,100,10,8,1.4,4,104,-23,1,109
CCCOc1ccc(CC2CCC(=O)NC2=O)cc1 (stereo unspecified),12,13,101,6,8,0.3,3,101,0,-1,104
COC(=O)c1ccc(-c2nc3ccccc3[nH]2)cc1,11,4,97,16,12,0.9,21,89,7,-4,91
O=C(NC1CC1)c1scc2c1OCCO2,20,28,106,-29,5,-0.2,8,102,2,-7,105
COc1cc(CNCC2CCCO2)ccc1OCC(N)=O (stereo unspecified),14,10,101,.,26,-0.3,2,104,-11,2,100
Cc1ccnc(NC2(C(F)(F)F)N=C(c3ccccc3)NC2=O)c1 (stereo unspecified),10,15,90,.,-6,0.3,1,82,-4,-1,96
Cc1cc(C)nc(N/C(=N\S(=O)(=O)Cc2ccccc2)Nc2ccc(F)c(Cl)c2)n1,7,8,102,12,4,9.2,25,102,6,-4,102
CC(C)C1CC(CCNCc2ccc(N(C)C)cc2)(c2ccccc2)CCO1 (stereo unspecified),11,22,101,-5,14,18,51,98,-31,-7,98
Cc1cccc(OCC(=O)Nc2cc(C)ccc2O)c1,41,3,98,.,6,0.2,2,98,-6,-2,102
O=C1CN(C(=O)CCCc2c[nH]c3ccccc23)c2ccccc2N1,61,13,101,.,2,1.0,6,103,-66,0,99
CCOC(=O)C(=N/O)/C(C)=N/NC(=O)C(=O)Nc1ccc(Cl)cc1,.,8,100,-32,-19,.,.,102,-11,.,?
COc1ccc(-c2csc(N(CCCN3CCOCC3)C(=O)c3ccco3)n2)cc1,11,22,99,6,10,2.2,3,97,-51,0,96
CCOc1ccccc1/C=C(/NC(=O)c1ccccc1)C(=O)NCC(=O)O,19,6,94,6,1,0.3,2,89,-5,-8,86
Cc1ccc[n+](CC(=O)Nc2cc(C(F)(F)F)ccc2Cl)c1,41,6,101,.,-14,-0.2,-1,101,-12,0,99
CC1=CC(C)C2(CO)COC(c3cccnc3)C1C2C (stereo unspecified),4,16,102,-9,6,1.1,14,100,-24,1,103
CC(=O)Nc1ccc2nc(NC(=O)c3ccc([N+](=O)[O-])s3)sc2c1,.,2,92,.,73*,.,.,83,18,.,?
C=CCn1c(C)cc(C(=O)COc2ccc(S(=O)(=O)N3CCCC3)cc2[N+](=O)[O-])c1C,14,16,110,-38,2,3.0,9,108,-28,-1,108
COc1ccc(CNC(=O)C(=O)NCC2OCCN2S(=O)(=O)c2ccc3c(c2)OCCO3)cc1 (stereo unspecified),18,.,.,.,-5,0.8,5,.,4,-1,.
Cc1cc2oc(=O)cc(CN3CCCCC3)c2cc1C(C)C,24,11,102,.,5,0.3,4,101,-11,-1,102
COCCNC(=O)C1CC(c2ccc(F)cc2)=NO1 (stereo unspecified),4,8,104,.,4,0.5,3,108,-11,3,102

# Structural class, those above containing a Cl atom (7)
SMILES,GSH bead fluor,Avidin bead fluor,RGS8-Gao,Pf gamet viab,Mcl1-Noxa inh,ABCB1 inh,ABCG2 block,RGS4-Gao reg,Mcl1-Bid inh,Mcl-1 Bim block,RGS7-Gao reg
Cc1ccc(NC(=O)NCC2CCN(Cc3cc(C)ccc3Cl)CC2)c(C)c1,22,9,100,-2,-4,0.6,2,104,-25,-3,99
Cc1nc2ccc(Cl)cc2nc(C)/c1=N\O,27,11,102,.,14,0.7,12,101,-26,-8,103
O=C(/C=C/c1c(F)cccc1Cl)Nc1nc2ccccc2[nH]1,5,1,100,0,21,0.2,4,99,-37,-3,100
O=S(=O)(NCc1ccccc1Cl)c1cccs1,24,16,100,10,8,1.4,4,104,-23,1,109
Cc1cc(C)nc(N/C(=N\S(=O)(=O)Cc2ccccc2)Nc2ccc(F)c(Cl)c2)n1,7,8,102,12,4,9.2,25,102,6,-4,102
CCOC(=O)C(=N/O)/C(C)=N/NC(=O)C(=O)Nc1ccc(Cl)cc1,.,8,100,-32,-19,.,.,102,-11,.,?
Cc1ccc[n+](CC(=O)Nc2cc(C(F)(F)F)ccc2Cl)c1,41,6,101,.,-14,-0.2,-1,101,-12,0,99

# Compound activity from PubChem.
